GASC-1 inh: inhibitors of GASC-1 histone demethylase, primary screen, biochemical, fluorescence, DELFIA europium. Lysine-specific demethylase 4C (Homo sapiens), Q9H3R0. AID 2099, 2009. inhibition, % at 2.35 µM. hit rate 0.069% among 330,000. GST-JMJD2C(1-420) H3K9me3 demethylation;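 active means more than half of a compound's replicate wells show inhibition beyond 50%, single wells judged on their own value; inconclusive means some, but no more than half, of replicates pass 50% inhibition; inactive means no replicate passes 50% inhibition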;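 further: signal counts dimethyl H3K9 product captured on neutravidin plate; 0% = median of DMSO wells and 100% = 0.3 times that DMSO median; strong numbers were not always called active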
Target sequence (Q9H3R0 1-420 limits assumed): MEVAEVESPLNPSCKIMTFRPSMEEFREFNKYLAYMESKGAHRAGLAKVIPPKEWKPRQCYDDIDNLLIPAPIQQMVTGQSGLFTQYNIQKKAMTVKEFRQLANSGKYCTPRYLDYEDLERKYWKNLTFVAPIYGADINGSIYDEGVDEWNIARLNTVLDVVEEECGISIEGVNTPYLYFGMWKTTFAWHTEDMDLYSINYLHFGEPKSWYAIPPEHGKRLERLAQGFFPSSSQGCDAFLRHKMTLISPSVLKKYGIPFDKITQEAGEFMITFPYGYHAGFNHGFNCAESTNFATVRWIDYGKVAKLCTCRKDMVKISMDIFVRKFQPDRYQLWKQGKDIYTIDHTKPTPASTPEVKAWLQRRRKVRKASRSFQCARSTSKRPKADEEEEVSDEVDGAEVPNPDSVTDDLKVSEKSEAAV
CTSL1 counter: Fasciola hepatica cathepsin L1 inhibitors, primary screen, counter-screen for PFM18AAP inhibitor project, biochemical, QFRET, fluorogenic peptide substrate | inhibition, % at 5.96 µM | hit rate 0.49% among 300,000 | AID 1906, 2009 | recombinant F. hepatica cathepsin L1, Z-Leu-Arg-MCA fluorescence;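 active means inhibition above the mean of all tested compounds plus 3 SD, set per screening campaign, cut at about 17% in these data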;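 further: 0% = plate median of test compound wells and 100% = 1 µM Z-Phe-Ala-diazomethylketone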
proCasp3 act: activators of human procaspase-3 D3A mutant, primary screen, biochemical, absorbance, PC-3 D3A mutant, single concentration | Caspase-3 (Homo sapiens), P42574 | recombinant procaspase-3 D3A, Ac-DEVD-pNA absorbance 405 nm | activation, % at 8.5 µM | hit rate 0.11% among 330,000;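 active means activation above the mean of all tested compounds plus 3 SD, cut at about 21% in these data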;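 further: 0% = DMSO alone and 100% = DMSO wells spiked with extra 5 µM PC-3 D3A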
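Assay system – Procaspase-3 D3A mutant, all three cleavage aspartates alanine · Controls – DMSO-only low control, 5 µM PC-3 D3A high control · Schedule – 1 h compound preincubation, 2 h substrate hydrolysis at 25 °C · Signal – 405 nm absorbance of p-nitroaniline, reads at 0 and 120 min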
PP5 primary: PP5 phosphatase inhibitors, primary screen, biochemical, fluorescence. Serine/threonine-protein phosphatase 5 (Homo sapiens), P53041. purified PP5c, OMFP substrate fluorescence. inhibition, % at 6.7 µM. hit rate 0.18% among 320,000;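 active means inhibition above the campaign's mean inhibition across all tested compounds plus 3 SD, cut at about 9.5% in these data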;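 further: 0% = DMSO only and 100% = 100 µM cantharidin control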
HCV core dimer: inhibitors of HCV core protein dimerization, primary screen, biochemical, TR-FRET, high-throughput. TR-FRET GST/Flag-core106 dimerization, 1536-well. hit rate 0.33% among 300,000. inhibition, % at 5 µM. AID 1899, 2009;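 active means inhibition above the mean of all tested compounds plus 3 SD, set per screening campaign, cut at about 45% in these data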
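Test system: GST/Flag-tagged HCV core106 proteins; Medium: KF-containing HEPES buffer, pH 7.45, DTT, CHAPS, BSA; Times: compound-protein-antibody incubation 4 h at 22.5 °C; Detection: TR-FRET 671 and 617 nm emission; Benchmarks: wells lacking GST-core106 and wells with excess unlabelled core106.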
GRK2 aptamer HTS: compounds blocking aptamer binding on GRK2 – biochemical, human GRK2, bead flow cytometry, HTS, primary screen; Beta-adrenergic receptor kinase 1 (Homo sapiens), P25098; FAM-aptamer displacement from GRK2; inhibition of aptamer binding, % at 10 µM; hit rate 0.59% among 330,000; AID 488847, 2010;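 active means inhibition of aptamer binding above 40%, roughly 3 SD of noise, on plates passing a quality check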;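 further: median bead fluorescence of bound FAM aptamer so fluorescent compounds give negative values; no value below 0 was filed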
PP1 counter: PP1-alpha phosphatase inhibitors, primary screen, counter-screen for PP5 inhibitor project, biochemical, fluorescence, OMFP substrate, single point; Serine/threonine-protein phosphatase PP1-alpha catalytic subunit (Homo sapiens), P62136; purified PP1alpha; inhibition, % at 6.7 µM; hit rate 0.9% among 320,000;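 active means inhibition above the mean inhibition of all tested compounds plus 3 SD, computed separately for each screening campaign, cut at about 15% in these data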
Target sequence (P62136 whole entry, looked up): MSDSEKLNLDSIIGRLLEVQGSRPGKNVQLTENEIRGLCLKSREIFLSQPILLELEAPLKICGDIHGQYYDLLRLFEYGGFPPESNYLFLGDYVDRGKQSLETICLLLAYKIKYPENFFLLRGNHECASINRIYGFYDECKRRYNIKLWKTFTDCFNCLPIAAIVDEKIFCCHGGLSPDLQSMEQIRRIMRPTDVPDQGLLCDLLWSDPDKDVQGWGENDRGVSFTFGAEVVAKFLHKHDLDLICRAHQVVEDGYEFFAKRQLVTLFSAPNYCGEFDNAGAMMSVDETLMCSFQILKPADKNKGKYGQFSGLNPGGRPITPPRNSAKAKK
proCasp7 act: procaspase-7 activators, primary screen, counter-screen for procaspase-3 activator project, biochemical, absorbance, HTS, human; Caspase-7 (Homo sapiens), P55210; AID 463210, 2010; activation, % at 8.5 µM; recombinant procaspase-7, Ac-DEVD-pNA absorbance 405 nm; D23A/D198A/D206A triple mutant, cannot self-cleave; scale: DMSO 0, 5 µM enzyme 100; hit rate 0.093% among 330,000;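 active means percent activation above the screen-wide mean plus 3 SD, cut at about 25% in these data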
Target sequence (P55210 whole entry D23A/D198A/D206A): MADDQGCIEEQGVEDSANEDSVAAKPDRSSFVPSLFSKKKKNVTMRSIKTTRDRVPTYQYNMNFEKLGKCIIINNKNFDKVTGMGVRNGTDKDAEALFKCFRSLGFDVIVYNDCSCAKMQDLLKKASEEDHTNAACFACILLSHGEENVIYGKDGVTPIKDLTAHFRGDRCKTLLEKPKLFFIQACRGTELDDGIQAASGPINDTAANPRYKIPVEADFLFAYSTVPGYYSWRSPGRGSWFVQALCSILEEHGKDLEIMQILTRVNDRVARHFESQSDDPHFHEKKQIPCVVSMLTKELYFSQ
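Assay system – Uncleavable procaspase-7 mutant enzyme · Quantity – 2 µM procaspase-7 mutant as dispensed · Times – 1 h preincubation, 2 h reaction · Dosing – single nominal 8.5 µM compound dose, 0.8% DMSO final · Buffer or medium – Zinc-free 50 mM HEPES buffer, pH 7.4, with NaCl and Triton X-100 · Detection – Epi-absorbance of released pNA at 405 nm, two timepoints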
VLA-4 inh: inhibition in human VLA-4 binding assay, primary screen, VLA-4 allosteric modulator project, MLPCN library, flow cytometry, VLA-4 expressing cells; Integrin alpha-4 (Homo sapiens), P13612; ligand binding flow cytometry; inhibition, % (about 7 µM as worked out from the volumes in the protocol); hit rate 0.2% among 330,000; AID 2557, 2010; in the data active means inhibition above about 50%
* marks the source's active call; other numbers are inactive results; i = inactive; u = inconclusive; x = no result given.

SMILES	GASC-1 inh	CTSL1 counter	proCasp3 act	PP5 primary	HCV core dimer	GRK2 aptamer HTS	PP1 counter	proCasp7 act	VLA-4 inh
COC(=O)C1=C(c2ccc(OC(F)(F)F)cc2)C[C@@H]2CC[C@H]1N2C(=O)NCc1cc(C)oc1C(F)(F)F	1	x	1	9.1	x	0	6	9	0
COc1cc(CC(=O)N2C[C@H]3C[C@@H](C2)c2cccc(=O)n2C3)cc(OC)c1OC	14	x	-2	0.9	x	0	-6	7	11
Clc1ccccc1CN1CCNCC1	-18	4	0	1.2	-8	0	-1	9	6
CN(C)C(=O)Oc1ccc2nnc3ccnn3c2c1	-12	2	8	1.0	2	0	-1	2	0
COc1ccc(-n2nc(C(=O)NCC(=O)N3CCC4(CC3)OCCO4)c3ccccc3c2=O)cc1	2	-1	-2	1.3	0	4	-2	2	3
CCS(=O)(=O)Nc1cccc(C(=C2CCCCC2)c2cnc[nH]2)c1	x	9	7	0.9	9	3	3	15	-1
CC1(C)CC(=O)C=C(NCCN2CCN(C(=O)Cc3ccc(Cl)cc3)CC2)C1	4	-2	3	-2.4	-6	0	-3	4	9
COc1ccc(C(=O)N/N=C/C23CC[C@@H](O)CC2(O)CC[C@@H]2[C@@H]3CCC3(C)C(C4=CC(=O)OC4)CCC23O)cc1 (some centres not stated)	8	-2	0	-0.6	1	0	1	3	3
Nc1cnn(-c2ccccc2)c(=O)c1Cl	-4	-1	3	0.7	4	2	-6	6	5
CC(C)[C@H]1C(=O)O[C@@H]2CCN3CC=C(COC(=O)[C@](C)(O)[C@]1(C)O)[C@H]23	-1	-2	6	1.2	3	0	-4	7	16
O=C(c1ccc(C(F)(F)F)cc1)C1CCCN(C2CCSCC2)C1 (configuration not stated)	4	2	-4	-0.3	-1	0	-5	2	7
CC(C)CCNC(=O)c1cc(C(=O)c2cc(F)ccc2O)cn(CCC(C)C)c1=O	-4	4	-7	-1.6	5	3	1	8	-18
CCCCCc1nc2ccccc2c(=O)n1-c1ccc(Cl)cc1[N+](=O)[O-]	29	5	-2	-2.4	3	0	1	7	-13
COc1ccc(C(CNC(=O)CCc2ccsc2)N(C)C)cc1 (configuration not stated)	-5	-3	10	0.7	7	0	-4	5	0
CC(=NCc1cccnc1)c1c(O)n(-c2ccc(Cl)cc2)c(=O)[nH]c1=O	0	-2	1	0.4	-1	0	-2	5	2
Cc1c(O)ccc(C(=O)CN2CC(C)OC(C)C2)c1O (configuration not stated)	70	-1	5	-0.7	-3	3	1	8	5
Cc1ccccc1-n1c(C)cc(/C=C2/C(=O)NC(=O)N(Cc3ccco3)C2=O)c1C	-3	2	-10	1.3	29	3	3	-20	7
CCOC(=O)N1CCN(C(C)C(=O)c2c[nH]c3ccccc23)CC1 (configuration not stated)	4	0	3	-0.6	2	0	2	15	6
C=C1CC[C@@]2(O)[C@H]3Cc4ccc(O)c5c4[C@@]2(CCN3CC2CC2)[C@H]1O5	7	4	4	-13	-14	0	1	-11	-7
COc1ccc2[nH]c(C)c(CCNCc3cccnc3)c2c1	3	x	4	2.1	x	0	0	4	3
O=C1NC(=O)C2(Cc3ccccc3N3CCOCC32)C(=O)N1c1ccccc1 (configuration not stated)	21	-3	10	-0.8	0	0	2	4	1
COc1ccc2c3c([nH]c2c1)C(C)NCC3 (configuration not stated)	3	5	-4	0.3	-7	0	-2	-8	-30
Cc1ccc2c(c1)C(c1ccccc1)=NCC(=O)N2	-6	-8	1	2.8	-3	3	-1	1	15
CN1CCN(c2ccc([N+](=O)[O-])c(N)c2)CC1	-3	-1	2	-1.4	-2	2	-3	-1	13
CCC(=NCCCn1ccnc1)c1c(O)n(-c2ccc(OC)cc2)c(=O)[nH]c1=O	11	-2	2	1.7	-1	1	-2	1	33
Cc1cc(/C=C2\C(=O)NC(=O)N(c3ccc(Br)cc3)C2=O)c(C)n1C	4	4	-12	-0.1	4	0	6	-1	-3
CC(C)CCOP(N)(=O)Oc1ccccc1 (configuration not stated)	-31	-6	-2	-6.0	-5	0	-2	-1	-8
COCCNC(=O)c1ccc(N2CC3CC(C2)c2cccc(=O)n2C3)c([N+](=O)[O-])c1 (configuration not stated)	3	-5	-4	0.0	-3	4	-5	-5	6
CC(=O)Nc1cc(C(=O)N2CCC3(CC2)OCCO3)ccc1Sc1ccc(C)cc1	1	3	-2	0.6	-1	0	-2	5	-1
CN1C(=O)N(C)C(=O)C2(Cc3cc([N+](=O)[O-])ccc3N(C)C2)C1=O	-7	5	-3	-0.5	-3	1	2	-10	9

Part of the list above, as comma-separated lines.
canonical_smiles,GASC-1 inh,CTSL1 counter,proCasp3 act,PP5 primary,HCV core dimer,GRK2 aptamer HTS,PP1 counter,proCasp7 act,VLA-4 inh
COc1ccc2[nH]c(C)c(CCNCc3cccnc3)c2c1,3,x,4,2.1,x,0,0,4,3
O=C1NC(=O)C2(Cc3ccccc3N3CCOCC32)C(=O)N1c1ccccc1 (configuration not stated),21,-3,10,-0.8,0,0,2,4,1
COc1ccc2c3c([nH]c2c1)C(C)NCC3 (configuration not stated),3,5,-4,0.3,-7,0,-2,-8,-30
Cc1ccc2c(c1)C(c1ccccc1)=NCC(=O)N2,-6,-8,1,2.8,-3,3,-1,1,15
CN1CCN(c2ccc([N+](=O)[O-])c(N)c2)CC1,-3,-1,2,-1.4,-2,2,-3,-1,13
CCC(=NCCCn1ccnc1)c1c(O)n(-c2ccc(OC)cc2)c(=O)[nH]c1=O,11,-2,2,1.7,-1,1,-2,1,33
Cc1cc(/C=C2\C(=O)NC(=O)N(c3ccc(Br)cc3)C2=O)c(C)n1C,4,4,-12,-0.1,4,0,6,-1,-3
CC(C)CCOP(N)(=O)Oc1ccccc1 (configuration not stated),-31,-6,-2,-6.0,-5,0,-2,-1,-8
COCCNC(=O)c1ccc(N2CC3CC(C2)c2cccc(=O)n2C3)c([N+](=O)[O-])c1 (configuration not stated),3,-5,-4,0.0,-3,4,-5,-5,6
CC(=O)Nc1cc(C(=O)N2CCC3(CC2)OCCO3)ccc1Sc1ccc(C)cc1,1,3,-2,0.6,-1,0,-2,5,-1
CN1C(=O)N(C)C(=O)C2(Cc3cc([N+](=O)[O-])ccc3N(C)C2)C1=O,-7,5,-3,-0.5,-3,1,2,-10,9

(next part)
SMILES	GASC-1 inh	CTSL1 counter	proCasp3 act	PP5 primary	HCV core dimer	GRK2 aptamer HTS	PP1 counter	proCasp7 act	VLA-4 inh
CN1C2CCC1C(C(=O)O)C(OC(=O)c1ccccc1)C2 (configuration not stated)	x	x	4	x	x	0	x	3	35
CN(C)CC1CSCCC1(O)c1ccccc1 (configuration not stated)	-1	0	2	-0.7	0	0	0	13	-1
COC(=O)C1=C(c2ccc(Cl)c(C(F)(F)F)c2)C[C@@H]2CC[C@H]1N2C(=O)NCc1ccc2c(c1)OCO2	12	x	2	6.2	x	0	-4	-3	-2
COC(=O)C1=C(c2cccc(C#N)c2)C[C@@H]2CC[C@H]1N2C(=O)NCc1ccc(F)cc1	7	x	2	0.1	x	0	-3	8	0
O=c1[nH]c(=O)n(CCc2ccc(F)cc2)c(O)c1C=NCCCn1ccnc1	2	4	5	-0.2	-4	1	-4	2	-8
Cc1ccsc1C(=O)C1CCCN(Cc2ccc(-n3cccn3)cc2)C1 (configuration not stated)	-5	0	0	0.0	0	0	-4	5	4
O=c1[nH]c(O)c(N=Nc2ccc([N+](=O)[O-])cc2)c(=O)[nH]1	18	6	4	0.1	-4	0	-1	5	-4
Cc1cc(OC(C)C(=O)NCc2cccnc2)c2c3c(c(=O)oc2c1)CCC3 (configuration not stated)	43	0	2	-0.9	1	1	-5	0	5
C[N+]1(C)C2CCC1CC(OC(=O)c1ccco1)C2 (configuration not stated)	-2	4	-9	2.0	-1	2	-5	-10	-9
Cn1cccc1CNCCc1ccccc1F	0	-3	6	0.3	-1	0	-1	-4	-1
C[C@]12CC[C@H]3[C@@H](CC[C@]4(O)C[C@@H](O)CC[C@]34C=O)[C@@]1(O)CC[C@@H]2C1=CC(=O)OC1	x	5	-9	-1.3	12	0	-2	7	13
CC(C)(C)N1Cc2ccccc2C1=N	14	-1	0	-1.5	13	3	-2	-2	13
COC(=O)C1=C(C)OC(N)=C(C#N)C12C(=O)Nc1ccccc12 (configuration not stated)	-2	0	10	-1.1	-1	1	1	-4	i
Cn1c(O)c(C=NC2CCCCC2)c(=O)[nH]c1=S	4	4	9	-0.8	-3	2	-4	-6	-1
CC(C)N(CC#CCC1(O)c2ccccc2-c2ccccc21)C(C)C	-7	-3	-3	-3.3	-2	5	-2	-7	2
Cc1ccc(CN2CC3CC(C2)c2cccc(=O)n2C3)cc1 (configuration not stated)	-1	4	-1	0.0	-5	2	0	3	19
CC/C(=N\NC(=S)Nc1ccccc1)c1c(O)[nH]c(=O)[nH]c1=O	11	1	0	0.6	1	2	-2	3	4
CC(C)(C)n1c(O)c(C=Nc2ccc3c(c2)CCC3)c(=O)[nH]c1=O	2	2	2	1.6	1	1	0	-5	15
CC(C)=CCN1CC[C@@]2(C)c3cc(O)ccc3CC1C2C (some centres not stated)	x	x	5	x	x	0	x	1	-17
N=C1c2ccccc2CN1NC(=O)c1ccc(Cl)cc1	2	0	5	0.3	-7	0	-1	3	13
Cn1c(C(=O)N2CCC3(CC2)OCCO3)cc2c(=O)n(C)c3ccccc3c21	2	1	9	0.4	1	0	-4	-1	2
C[C@]12CC[C@@H]3c4ccc(O)c(O)c4CC[C@H]3[C@@H]1CC[C@@H]2O	u	-4	-18	0.1	5	11	6	-24	10
CCN1CCN(C(=O)COc2ccc(S(=O)(=O)N(C)Cc3ccccc3)cc2)CC1	-23	-2	5	-3.0	-1	0	-5	1	2
CN1C(=O)/C(=C/c2ccc(Cl)s2)C(=O)NC1=S	5	-1	-4	4.5	-4	3	4	-7	19

Bioassay records from PubChem.

This is a subset; rates above refer to the full screens.
